Assay outcomes: PubChem, several laboratories
phage Ecoli inh: E. coli growth loss with phage present; AID 651602; 360,000 compounds, 0.26% hits; inhibition, % at 11.9 µM; growth absorbance; in the data active means inhibition above about 11%
CAL PDZ FP-1: blocks peptide binding to human CAL PDZ domain | Q9HD26 | purified CAL PDZ, TMR-peptide fluorescence polarization, 1 h | inhibition, % at 20 µM | 330,000 compounds, 0.02% hits | AID 504414;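 active means highest replicate inhibition of at least 40%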;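 further: plate controls were DMSO neutral control wells for no effect and unlabeled competitor peptide control wells for full effect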
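Assay system – tagged CAL PDZ protein CerCALP, purified · Timing – 1 h at RT · Compound – single point, 20 µM · Measured by – fluorescence polarization from S- and P-plane intensities, G-factor corrected · Evaluation – inhibition from polarization loss · Probe or stimulus – TMR reporter peptide T*-PRC34 · Buffer or medium – pH 7.4 phosphate-saline buffer, reducing agent, detergent, IgG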
Tat export inh: E. coli Tat transport inhibition; E. coli MC4100 TorA-mCherry Tat export, fluorescence; inhibition, % at 10 µM; 340,000 compounds, 0.036% hits;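 active means mean replicate inhibition at least 50% and at least half of replicates individually reaching 50%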;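 further: exported cargo escapes ClpAP degradation while cytoplasmic cargo is degraded and loses fluorescence; 0% = median of neutral control wells and 100% = median of NaSCN control wells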
SR-BI uptake up: SR-BI HDL lipid transfer activation; CHO ldlA[mSR-BI] cells, DiI-HDL uptake fluorescence, 3 h; 100 = double the neutral-control signal; activation, % at 12.5 µM; 320,000 compounds, 0.096% hits; AID 504775;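 active means mean replicate activation of at least 60% and every replicate at or above 60%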;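 further: 0% = median plate neutral-control signal and 100% = twice that signal; values of inactives mirror those of a sister screen read the other way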
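System: CHO ldlA[mSR-BI] cells / Medium: HEPES-buffered (25 mM, pH 7.4) F12 plus 0.5% BSA / Probe or stimulus: labelled HDL, 10 µg/mL / Doses: single compound concentration, delivered by pin transfer / Schedule: 3 h, 37 °C / Measured by: DiI fluorescence, bottom read / Measure: cell-associated DiI fluorescence as measure of HDL uptake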
AddAB inh: less growth of phage-infected E. coli with AddAB | inhibition, % at 11.9 µM | 330,000 compounds, 0.29% hits | E. coli expressing H. pylori AddAB, absorbance growth | AID 435030; in the data active means inhibition above about 12%;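 further: 0% = vehicle wells of infected cells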
Ecoli viability: bacterial growth inhibition, counter-screen for AddAB inhibitors; AID 449728; inhibition, % at 11.9 µM; 330,000 compounds, 0.27% hits; E. coli V3065 growth, OD600 absorbance, 18 h;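 active means inhibition above the campaign's mean inhibition across all tested compounds plus 3 SD, cut at about 9.9% in these data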;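 further: uninfected addAB+ strain grown without phage in ampicillin broth; 0% = DMSO wells and 100% = ciprofloxacin 0.95 µg/ml wells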
Wnt bcat act: activates Wnt/beta-catenin signaling in a reporter cell assay | activator, plate reader | activation, % at 9.35 µM | 300,000 compounds, 1.2% hits | AID 743398; in the data active means activation above about 30%, passing the limit was not always enough;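 further: 0% = neutral control wells and 100% = positive control wells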
SR-BI HDL uptake: mouse SR-BI HDL lipid transfer inhibition; ldlA[mSR-BI] CHO cells, DiI-HDL uptake fluorescence, 3 h; inhibition, % at 12.5 µM; 320,000 compounds, 0.96% hits;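 active means mean replicate inhibition of at least 70% and a set share of replicates each scoring 70 or more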;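 further: 0% = median of neutral control wells and 100% = median of positive control wells; values of inactives mirror those of a sister screen read the other way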
Target sequence (Q61009 whole entry, looked up): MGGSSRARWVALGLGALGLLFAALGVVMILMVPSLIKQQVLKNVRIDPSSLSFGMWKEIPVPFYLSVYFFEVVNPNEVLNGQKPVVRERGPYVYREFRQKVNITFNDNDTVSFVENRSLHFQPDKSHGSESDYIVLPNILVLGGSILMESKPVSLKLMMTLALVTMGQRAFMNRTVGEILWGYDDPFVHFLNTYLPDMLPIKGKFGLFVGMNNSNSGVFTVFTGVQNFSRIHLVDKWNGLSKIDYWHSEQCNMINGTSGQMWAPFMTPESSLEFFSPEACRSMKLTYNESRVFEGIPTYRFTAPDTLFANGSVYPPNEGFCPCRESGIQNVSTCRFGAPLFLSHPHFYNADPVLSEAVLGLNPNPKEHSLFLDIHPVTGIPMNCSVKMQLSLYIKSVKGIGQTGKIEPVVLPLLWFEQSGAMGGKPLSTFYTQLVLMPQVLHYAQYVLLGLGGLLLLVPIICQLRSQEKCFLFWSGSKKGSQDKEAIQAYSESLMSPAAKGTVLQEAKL
MITF TRPM1 HTS: increases MITF-driven TRPM1 promoter luciferase signal; SK-MEL-5 TRPM1-promoter luciferase, 24 h; % of positive control, neutral wells = 0; activation, % at 12.5 µM; 300,000 compounds, 0.75% hits; AID 588334;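 active means mean activation of at least 80% with every replicate also reaching 80%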;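 further: 0% = neutral control wells and 100% = parthenolide positive control wells; values of inactives mirror those of a sister screen read the other way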
CAL PDZ FP-2: inhibitors of human CAL PDZ peptide binding; purified CAL PDZ, TMR-peptide fluorescence polarization, 1 h; inhibition, % at 24.9 µM; 300,000 compounds, 0.92% hits; AID 602252;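 active means mean inhibition of at least 30% with at least half of replicates also reaching 30%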;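 further: 0% = DMSO neutral control and 100% = excess unlabeled competitor peptide PRC23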
Numbers without * were called inactive; nt = no result given. This is a random part of the collection. Share with any hit: about 3.6%.

cpd	Compound	phage Ecoli inh	CAL PDZ FP-1	Tat export inh	SR-BI uptake up	AddAB inh
1	COc1cc(-c2c(NC(=O)c3ccco3)oc3ccccc3c2=O)cc(OC)c1OC	1.3	-1.8	-2	12	1.5
2	O=C(NNC(=O)C(c1ccccc1)c1ccccc1)c1cccs1	0.8	-2.0	-8	27	1.9
3	CCC(=O)Nc1ccc(Oc2ccc(NC(=O)CC)c(NC(=O)CC)c2)cc1	0.8	-1.9	8	4	1.5
4	CC1CCN(S(=O)(=O)c2ccc3c(c2)N(CC(=O)NCCCN2CC(C)CC(C)C2)C(=O)CS3)CC1 (stereo not drawn)	3.2	-2.7	6	-3	0.4
5	Cc1ccc(OCC(O)Cn2c(N3CCCCC3)nc3c2c(=O)[nH]c(=O)n3C)cc1C (stereo not drawn)	0.1	-0.5	-3	21	2.1
6	COc1cccc(NC(=O)Nc2nnc(Cc3ccc(OC)c(OC)c3)s2)c1	0.1	nt	-11	8	0.9
7	CCN1C(=NCCc2ccc(Br)cc2)N[C@@H](c2ccccc2)[C@H](C(=O)OC)[C@H]1C	2.4	-0.4	-7	0	-0.1
8	O=C(CCCn1c(=S)[nH]c2ccsc2c1=O)NC1CCCCC1	-0.3	-2.5	-6	4	1.2
9	CC(CN1CCN(C)CC1)OC(=O)c1ccc(Cl)cc1 (stereo not drawn)	1.7	-1.2	-3	43	-0.9
10	COC(=O)/C=C/c1ccc2c(c1)OCO2	-0.1	-0.3	-6	-13	-0.1
11	Cc1ccc2nc(CCCc3nc4ccc(C)cc4[nH]3)[nH]c2c1	0.4	-2.3	2	23	nt
12	Cc1ccc(-c2ccc(=O)n(CC(=O)NCC3COCCO3)n2)cc1 (stereo not drawn)	2.2	-4.1	-4	12	2.5
13	CC(=O)c1c(O)cc(O)cc1O	2.0	0.4	3	9	nt
14	O=C(Nc1nnc(SCc2c(Cl)cccc2Cl)s1)C1CCCO1 (stereo not drawn)	2.4	-1.8	-2	-1	1.6
15	CC(C)(C)c1ccc(C2=CSC3=NCCN23)cc1	1.4	-2.1	5	12	0.9

cpd	Ecoli viability	Wnt bcat act	SR-BI HDL uptake	MITF TRPM1 HTS	CAL PDZ FP-2
1	-0.5	0	-12	-11	-5
2	1.0	nt	-27	9	-3
3	-1.3	0	-4	7	-3
4	-0.7	-1	3	9	1
5	-2.2	0	-21	nt	-3
6	3.1	7	-8	1	3
7	-2.2	-7	0	26	-1
8	1.1	2	-4	-9	-5
9	-4.6	nt	-43	10	-4
10	1.8	-2	13	5	nt
11	nt	-1	-23	nt	-7
12	1.7	0	-12	-2	-1
13	nt	-1	-9	0	0
14	1.1	0	1	4	nt
15	-2.1	-6	-12	-8	3

Continuation:
cpd	Compound	phage Ecoli inh	CAL PDZ FP-1	Tat export inh	SR-BI uptake up	AddAB inh
16	COc1cc(N2CCOCC2)ncn1	0.3	-0.7	-6	24	-1.4
17	COc1cc(N/N=C/c2ccc(N(C)C)cc2)ncn1	3.0	0.6	-14	-25	-1.6
18	O=C(NC(=S)NCCc1ccccc1)c1ccccc1	nt	-0.1	1	0	2.7
19	COC(=O)NNC(=O)COc1ccc(Br)c(C)c1	-0.6	-2.6	4	21	-1.5
20	C[n+]1cccc(C(=O)[O-])c1	1.6	-1.0	-1	8	-1.3
21	CC1=C(C(=O)OCc2ccc3c(c2)OCO3)C(c2ccc(F)cc2)NC(=O)N1 (stereo not drawn)	-1.1	-1.3	-4	-38	-0.5
22	COc1ccc(C(=O)N2CCCC(c3nc(-c4ccc(OC)c(OC)c4)no3)C2)c(OC)c1 (stereo not drawn)	3.5	-3.9	3	-48	-1.0
23	O=C1C=C(c2ccc(CO)cc2)C[C@@H](c2ccc3c(c2)OCO3)C1	2.1	-2.2	8	4	1.9
24	COc1ccc(/C=N/Nc2nc(-c3cccnc3)nc3ccccc23)cc1OC	2.5	-0.4	-9	-52	0.9
25	COc1cccc(C(=O)COc2ccccc2-c2ccccc2)c1	4.8	-0.7	8	-24	2.6
26	COC(=O)c1ccc(NC(=S)Nc2ccccn2)cc1	-0.1	0.0	-8	-4	1.5
27	CCOC(=O)c1c(-c2ccccc2)csc1NC(=O)c1cccc(N2C(=O)CCC2=O)c1	0.9	-2.4	1	-17	-0.2
28	O=C(N/N=C/c1ccnc2ccccc12)c1ccccc1O	0.4	-3.4	2	-14	nt
29	COc1ccccc1-c1c(NC(=O)C(C)C)n(C)c2ccccc2c1=O	2.1	0.6	13	16	3.5
30	Cc1ccc(C2=NN(CC(=O)NCc3ccccn3)C(=O)CC2)cc1	1.7	0.1	-2	11	0.9

cpd	Ecoli viability	Wnt bcat act	SR-BI HDL uptake	MITF TRPM1 HTS	CAL PDZ FP-2
16	-0.8	-5	-24	5	-4
17	-1.0	0	25	-21	-3
18	2.4	7	0	37	-7
19	-3.5	nt	-21	-1	-2
20	-1.6	1	-8	-2	2
21	-1.1	-19	38	-48	-2
22	0.7	nt	48	7	-2
23	0.6	0	-4	12	-4
24	1.2	0	52	12	-10
25	-0.9	-2	24	3	13
26	-0.3	nt	4	112*	0
27	-0.8	nt	17	nt	-1
28	nt	8	14	29	-2
29	2.7	-1	-16	4	nt
30	-0.8	0	-11	2	-1

Whole records, looked up by structure:
Entry for COc1ccc(/C=N/Nc2nc(-c3cccnc3)nc3ccccc23)cc1OC : phage Ecoli inh: 2.5; CAL PDZ FP-1: -0.4; Tat export inh: -9; SR-BI uptake up: -52; AddAB inh: 0.9; Ecoli viability: 1.2; Wnt bcat act: 0; SR-BI HDL uptake: 52; MITF TRPM1 HTS: 12; CAL PDZ FP-2: -10
Entry for Cc1ccc2nc(CCCc3nc4ccc(C)cc4[nH]3)[nH]c2c1 : phage Ecoli inh: 0.4; CAL PDZ FP-1: -2.3; Tat export inh: 2; SR-BI uptake up: 23; AddAB inh: nt; Ecoli viability: nt; Wnt bcat act: -1; SR-BI HDL uptake: -23; MITF TRPM1 HTS: nt; CAL PDZ FP-2: -7
Entry for CCOC(=O)c1c(-c2ccccc2)csc1NC(=O)c1cccc(N2C(=O)CCC2=O)c1 : phage Ecoli inh: 0.9; CAL PDZ FP-1: -2.4; Tat export inh: 1; SR-BI uptake up: -17; AddAB inh: -0.2; Ecoli viability: -0.8; Wnt bcat act: nt; SR-BI HDL uptake: 17; MITF TRPM1 HTS: nt; CAL PDZ FP-2: -1

The results go on.
cpd	Compound	phage Ecoli inh	CAL PDZ FP-1	Tat export inh	SR-BI uptake up	AddAB inh
31	Nn1c(SCc2ccc([N+](=O)[O-])cc2)nc2ccccc2c1=O	0.9	-0.7	2	-17	1.0
32	O=C1Nc2cc(C(=O)N3CCN(c4ccccn4)CC3)ccc2S/C1=C\c1ccccc1	1.0	-1.1	-3	-3	1.6
33	O=C1c2ccccc2S(=O)(=O)c2cc(N3CCN(c4ccccn4)CC3)ccc21	1.9	0.2	0	-26	1.0
34	Cc1cccc(NC(=O)CN2C(=O)S/C(=C\c3ccc(O)c([N+](=O)[O-])c3)C2=O)c1	3.3	-1.3	1	9	-0.5
35	Nc1ccccc1C(=O)N=Nc1[nH]c(N)c2ccccc12	5.4	-2.2	-4	29	-0.2
36	COc1ccc(OC)c(-n2c(-c3cccc(S(=O)(=O)N(C)C)c3)n[nH]c2=S)c1	4.3	0.5	1	9	-0.7
37	CC(O)c1cccc(NC(=O)CCCc2ccccc2)c1 (stereo not drawn)	2.6	-1.9	-2	-1	-1.6
38	Cc1ccc(N/N=C2\CS(=O)(=O)N(C)c3ccsc32)cc1	3.0	0.4	-8	-25	3.9
39	CCOc1ccccc1CNC(=O)CCc1cn(CC)c2ccccc12	0.7	-0.1	-4	-43	0.8
40	COc1cccc(NC(=O)CN(C)C(=O)c2csc3c2CCCC3)c1	3.2	0.2	-1	-6	1.6
41	COC(=O)c1ccccc1Oc1ccc(NC(=O)c2ccco2)cc1	1.0	-1.3	-5	-31	-0.3
42	COC(=O)c1ccc(COc2ccc(-c3nn[nH]n3)cc2)cc1	2.0	-2.3	10	11	-0.2
43	Cn1ncc2c(NCc3ccccc3)ncnc21	1.7	-2.6	3	22	-1.6
44	FC(F)(F)c1cnc2c(c1)Nc1ccccc1S2	3.0	-0.8	10	6	-4.5
45	O=C(c1cccs1)N(c1ccc(Cl)cc1)C1C=CS(=O)(=O)C1 (stereo not drawn)	0.1	-0.7	0	6	1.8
46	CCCC(C)C(=O)NCc1ccc2c(c1)OCO2 (stereo not drawn)	3.3	-0.5	-5	13	5.7
47	COc1ccccc1NC(=O)c1ccccc1-c1nc(-c2ccccc2OC)no1	1.6	-2.4	15	-5	-2.8
48	Cn1c(CCC(=O)O)nc2cc(S(=O)(=O)N3CCCCC3)ccc21	1.8	-0.4	-2	13	6.2

cpd	Ecoli viability	Wnt bcat act	SR-BI HDL uptake	MITF TRPM1 HTS	CAL PDZ FP-2
31	0.1	2	17	22	4
32	-0.3	0	3	-1	3
33	2.1	-1	26	11	-3
34	-4.2	0	-9	-8	-7
35	-2.6	-5	-29	53	-7
36	-0.9	-7	-9	5	-5
37	2.0	1	1	14	nt
38	-0.4	8	25	9	2
39	-1.4	0	43	nt	4
40	0.5	-2	6	6	-3
41	-1.0	-1	31	11	-4
42	-2.6	nt	-11	nt	-3
43	-0.7	5	-22	0	0
44	-2.0	nt	-6	10	-3
45	1.6	1	-6	3	4
46	-1.9	nt	-13	3	4
47	-1.9	nt	5	5	-4
48	1.7	-4	-13	-2	-3
